Compound activity: PubChem, National Center for Advancing Translational Sciences (NCATS)
SMN2 splice up: enhancers of SMN2 splice variant expression. Potency, µM (doses to about 46.1 µM), for inactives: at the highest dose activity change, positive = activation, most hits filed as activators. HEK293 SMN2-luciferase splicing reporter, luminescence, 30-36 h. actives 2.8% (n = 210,000). AID 1458; further: % of control where 0% means no effect; nearly all actives have a fitted effect of over 55% in size
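qHTS luciferase splicing reporter: luminescence rises when SMN2 exon 7 is included in transfected HEK293 cells. Compound exposure lasted 30-36 h at 37C, with 4.5 mM final sodium butyrate as control, followed by a ONE-Glo read.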
Lamin A splicing: modulators of lamin A splicing; HeLa LMNA splicing GFP/RFP minigene ratio, 48 h; AID 1487; actives 0.01% (n = 200,000); Potency, µM (titrated, usually from 46.1 µM), for the others: at the highest dose ratio change, negative = inhibition, hits mostly inhibitors; active means well fitted inhibition curve with a large enough effect in the signal ratio, with a control signal flat, not every such curve was filed as active; inconclusive means small, poorly fitted or top-dose-only effect, or effect the other way, or a change in a side signal; the % refers to the signal ratio; further: on the % scale 0 is the no-effect control and ±100 the full control effect
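S3 HeLa cells stably expressing lamin A-EGFP splicing minigene plus DsRed2, 600 cells/well, 48 h compound exposure at 37C. Laser-scanning cytometry; analysed as GFP (500-530 nm)/RFP (575-640 nm) total intensity ratio; 0.5% DMSO vehicle.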
GoLoco inh red: inhibitors of human Gai1-RGS12 GoLoco interaction (red fluorophore); P63096; Gai1:RGS12 GoLoco peptide FP, rhodamine, 10 min; Potency, µM (titrated, usually from 61.6 µM), without a hit: top-dose activity, negative = inhibition, usual class: inhibitors; actives 0.44% (n = 230,000); active means well fitted inhibition curve with a large enough effect, not every such curve was filed as active; inactive means no such curve, though single readings can be large or run the other way; further: on the % scale 0 is the no-effect control and ±100 the full control effect; nearly all actives have a fitted effect of over 30% in size; many of its hits are not listed in these tables
TexasRed fluor: counter-screen for TRb-SRC2 inhibitors: fluorescence interference | TRb/SRC2 Texas Red total fluorescence interference | Potency, µM (top dose mostly 106 µM), without a hit: top-dose fluorescence change, negative = quenching | actives 0.29% (n = 280,000) | AID 1479; active means well fitted curve in either direction with a large enough effect; inconclusive means small, poorly fitted or top-dose-only effect; further: on the % scale 0 is the no-effect control and ±100 the full control effect
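Flags fluorescent or light-absorbing compounds by total fluorescence, S + 2P, at 555 nm excitation and 632 nm emission. Mixture: 20 nM Texas Red SRC2 peptide, 0.6 uM human TRb LBD, 1 uM T3, 5% DMSO; compound exposure 5 h at ambient temperature.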
JMJD2E inh: JMJD2E (human) inhibition | B2RXH2 | Potency, µM (highest dose often 57.1 µM), inactives show top-dose activity change, negative = inhibition, actives largely listed as inhibitors | actives 1.6% (n = 230,000) | JMJD2E catalytic domain, FDH-coupled NADH fluorescence (FDH is formaldehyde dehydrogenase); active means well fitted inhibition curve with a large enough effect, not every such curve was filed as active; inconclusive means small, poorly fitted or top-dose-only effect, or another doubt; inactive means no such curve, though single readings can be large or run the other way;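 further: 0% = wells with enzyme and -100% = buffer wells without enzyme; nearly all actives have a fitted effect of over 50% in size; many of its hits are not listed in these tables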
RECQ1 helicase: RECQ1 (human) helicase inhibition | P46063 | Potency, µM (series often up to 57.3 µM), for the others: at the highest dose activity, negative = inhibition, actives largely listed as inhibitors | actives 0.54% (n = 240,000) | RECQ1 DNA unwinding, red fluorescence kinetic read;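 further: plate controls were vehicle for no effect and no enzyme for full effect; nearly all actives have a fitted effect of over 30% in size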
Target sequence (P46063 whole entry, looked up): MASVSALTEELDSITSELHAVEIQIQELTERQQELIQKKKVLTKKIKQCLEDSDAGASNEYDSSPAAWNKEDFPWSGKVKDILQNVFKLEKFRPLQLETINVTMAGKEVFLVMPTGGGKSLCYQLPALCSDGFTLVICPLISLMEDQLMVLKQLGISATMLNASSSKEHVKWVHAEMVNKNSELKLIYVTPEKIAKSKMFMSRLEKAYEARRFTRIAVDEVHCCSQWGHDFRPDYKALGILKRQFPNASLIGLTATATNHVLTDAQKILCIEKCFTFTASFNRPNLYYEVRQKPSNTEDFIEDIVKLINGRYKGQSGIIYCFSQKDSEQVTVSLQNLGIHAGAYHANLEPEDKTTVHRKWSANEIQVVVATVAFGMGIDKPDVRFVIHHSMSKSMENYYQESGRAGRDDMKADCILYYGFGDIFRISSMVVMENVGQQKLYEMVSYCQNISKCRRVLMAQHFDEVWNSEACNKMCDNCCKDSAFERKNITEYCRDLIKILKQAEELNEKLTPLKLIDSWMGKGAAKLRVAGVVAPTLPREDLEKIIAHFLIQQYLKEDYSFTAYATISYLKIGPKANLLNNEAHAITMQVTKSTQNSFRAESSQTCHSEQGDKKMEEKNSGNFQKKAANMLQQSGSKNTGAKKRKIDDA
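RECQ1T1 50 nM; forked duplex (20 bp + 30-nt ss tails) 200 nM, ATP 2 mM final; pH 8.0, 2 mM MgCl2, 2.5 ug/ml poly(dI-dC); 15 min compound preincubation; discontinuous kinetic read over 2 h at RT.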
TRb SRC2 PPI: disrupts binding of human TR beta to SRC2; Potency, µM (top dose mostly 106 µM), for the others: at the highest dose activity change, negative = inhibition, most hits filed as inhibitors; actives 0.065% (n = 280,000); TRbeta-SRC2 peptide binding, fluorescence polarization; receptor liganded with 1 µM T3; AID 1469; P10828;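 further: plate controls were bound peptide for no effect and peptide without receptor for full effect; nearly all actives have a fitted effect of over 50% in size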
Target sequence (P10828 whole entry, looked up): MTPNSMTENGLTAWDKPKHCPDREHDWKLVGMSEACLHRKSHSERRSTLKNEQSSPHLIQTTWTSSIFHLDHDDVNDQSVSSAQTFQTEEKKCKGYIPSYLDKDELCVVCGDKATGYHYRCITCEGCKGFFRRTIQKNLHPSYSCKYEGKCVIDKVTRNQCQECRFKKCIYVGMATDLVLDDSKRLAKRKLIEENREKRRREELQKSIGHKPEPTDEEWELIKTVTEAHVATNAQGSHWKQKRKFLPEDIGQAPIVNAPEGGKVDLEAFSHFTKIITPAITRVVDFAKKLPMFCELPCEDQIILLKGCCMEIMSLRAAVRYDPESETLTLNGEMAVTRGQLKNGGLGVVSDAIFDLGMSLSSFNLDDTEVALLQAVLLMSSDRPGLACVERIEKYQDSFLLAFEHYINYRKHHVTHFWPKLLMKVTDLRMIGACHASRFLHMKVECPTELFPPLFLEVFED
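Each compound concentration gave % activity, normalized to unbound and bound Texas Red SRC2 controls, from polarization read after 5 hr ambient incubation with T3-loaded human TRb LBD.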
ALDH1A1 block: inhibitors of human aldehyde dehydrogenase 1A1; P00352; Purified ALDH1A1, NADH fluorescence, propionaldehyde substrate; Potency, µM (doses to about 75.3 µM), for inactives: at the top dose activity, negative = inhibition, actives largely listed as inhibitors; actives 7.3% (n = 220,000); active means well fitted inhibition curve with a large enough effect, not every such curve was filed as active; inconclusive means small, poorly fitted or top-dose-only effect, or another doubt; inactive means no such curve, though single readings can be large or run the other way;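 further: plate controls were no enzyme wells and a reference inhibitor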
Starred values were filed as active, the others as inactive; i = inactive; ? = inconclusive; . = not tested or not shown; & = joins results of further samples; [ ] = another dose, or the depositor's remark. Unless noted, the call rests on the fitted dose curve; in most records, active means well fitted curve in the direction sought with a large enough effect; inconclusive means small, poorly fitted or top-dose-only effect, or another doubt; inactive means no such curve, though single readings can be large; an effect the other way counts as inactive or inconclusive. Potency means the concentration at half of the fitted maximal effect. Not all compounds are listed (hit frequency here may not be typical).

# | molecule | SMN2 splice up | Lamin A splicing | GoLoco inh red | TexasRed fluor | JMJD2E inh | RECQ1 helicase | TRb SRC2 PPI | ALDH1A1 block
1 | COc1cccc(NC(=O)Cc2nnc(SCC(=O)NC(C)c3ccccc3)n2C)c1 (configuration not stated) | -11% | 17% | 4% | -2% | 4% | -11% | 0% | 8%
2 | Cc1ccc(CC(=O)NCc2cccnc2)cc1 | 12% | 10%[46 µM] | 2% | -2% | -27% | i | -7% | 8%
3 | Cc1cc(NC(=O)CSc2nc3c(c(=O)n2Cc2ccccc2)SC(C)C3)no1 (configuration not stated) | . | . | 7% | -2% | -5% | i | 1% | .
4 | CC(NC(=O)/C(C#N)=C1\N=C(NC(=O)c2cccs2)c2ccccc21)c1ccccc1 (configuration not stated) | -56%[inhibitor] | -2% | 18% | 3% | ? | -4% | 4% | -4%
5 | Cc1cc(C(=O)COC(=O)c2cccnc2Cl)c(C)n1-c1c(C)n(C)n(-c2ccccc2)c1=O | -6% | 8%[46 µM] | 8% | 1% | 5% | i | 6% | 13%
6 | O=C(Cc1ccccc1)NCCSCc1ccc(Cl)cc1 | -18% | 4% | 4% | -5% | 5% | -12% | 3% | ?
7 | CC(C(=O)N1CCOCC1)n1cc([N+](=O)[O-])cn1 (configuration not stated) | 19% | . | -46% | -2% | -4% | -5% | 5% | 3%
8 | CCOc1cc(/C=N\NC(=O)c2ccc(NC(=O)C(C)(C)C)cc2)ccc1OC(=O)c1ccc(OC)cc1 | 3% | -14% | 12% | -5% | 3% | 11% | -3% | 12%
9 | O=C(Nn1cnnc1)c1ccc(F)c(S(=O)(=O)N2CCCCC2)c1 | 6% | 8% | 1% | 3% | 3% | i | -2% | 5%
10 | C=CCSc1nnc2c(n1)OC(C)=Nc1ccc(Br)cc1-2 | 0% | -3%[46 µM] | 3% | 0% | 0% | i | -10% | 7%
11 | Cc1ccc(-c2nn(C)c(=O)c3ccccc23)cc1CNC(=O)NC1CCCCC1 | . | . | -2% | -2% | -3% | -1% | 5% | .
12 | Fc1ccc(OCCn2cnc(Cl)c2Cl)cc1 | . | . | -3% | 1% | -2% | -6% | 2% | .
13 | Cc1ccc2sc(N(CCCN(C)C)C(=O)CN3C(=O)c4ccccc4C3=O)nc2c1C | -14% | . | 16% | -1% | -1% | -2% | -6% | -10%
14 | CCOc1ccc(NC(=S)NC(=O)/C=C/c2ccc(Br)cc2)c([N+](=O)[O-])c1 | . | . | 1% | 0% | -3% | -5% | -6% | .
15 | CC(=O)C(CC(=O)N1CCCc2ccccc21)C(=O)Nc1ccc(F)cc1 (configuration not stated) | -4% | -5% | -10% | 1% | 4% | 11% | -6% | -6%
16 | Fc1ccc(N2CCN(c3nc(CN4CCOCC4)nc4scc(-c5ccccc5)c34)CC2)cc1 | -53%[inhibitor] | . | 0% | -5% | -9% | -10% | 3% | 11%
17 | COc1ccc(/C(C)=N/NC(=O)CNC(=O)c2cccs2)cc1 | -19% | . | 3% | -2% | 13% | -14% | 13% | -1%
18 | Cc1ccccc1-c1nn2c(-c3ccccc3)nnc2s1 | -10% | ? | 6% | 0% | ? | -1% | -20% | ?
19 | Cc1cc(C)c(C)c(S(=O)(=O)NC2CCN(Cc3ccccc3)CC2)c1C | 6% | -9%[46 µM] | 11% | -5% | -1% | i | 4% | 4%
20 | CCCNC(=O)c1ccccc1NC(=O)c1ccccc1N(C)S(C)(=O)=O | -26% | 0% | 1% | -2% | 1% | -4% | 18% | -3%

Single entries from the list.
no. 20 in GoLoco inh red is listed with 1%
no. 5 in GoLoco inh red is listed with 8%
no. 2 in GoLoco inh red is listed with 2%

(continued)
# | molecule | SMN2 splice up | Lamin A splicing | GoLoco inh red | TexasRed fluor | JMJD2E inh | RECQ1 helicase | TRb SRC2 PPI | ALDH1A1 block
21 | CCNC(=O)OCc1cn(-c2ccccc2)nn1 | 1% | 7%[46 µM] | 5% | -7% | -20% | 1% | 4% | -11%
22 | CCCC(=O)C1=C(SCC)CC(C)(C)C(C(=O)OC)C1=O (configuration not stated) | 17% | 1% | -2% | -1% | 9% | -1% | -5% | -5%
23 | Cc1ccc(S(=O)(=O)CC(=O)c2ccc([N+](=O)[O-])cc2)cc1 | . | . | -7% | -1% | 3% | -7% | 2% | .
24 | Cc1cccc(N2CCN(C(=O)c3cccc(S(=O)(=O)N4CCc5ccccc5C4)c3)CC2C)c1 (configuration not stated) | -78%[inhibitor] | ? | 5% | -2% | -4% | -7% | -3% | 9%
25 | Cc1cccc(-n2c(SCC(=O)Nc3ccc4c(c3)OCO4)nnc2-c2ccoc2C)c1 | . | 6% | . | -4% | -4% | -9% | -1% | ?
26 | CCC(C(=O)NCc1ccco1)N(C(=O)CNS(=O)(=O)c1ccccc1)C1CCCCC1 (configuration not stated) | -1% | 14% | 10% | 0% | 2% | -7% | -2% | 9%
27 | CCCOc1ccc(-c2nc(=S)[nH][nH]2)cc1 | 13µM* | -5% | -6% | -2% | -3% | 3% | 8% | ?
28 | Cc1ccc(/C=C2\SC(=S)N(CCC(=O)NNC(=O)c3cccnc3)C2=O)cc1 | 7% | -4% | 17% | -1% | -3% | -2% | -12% | ?
29 | Cc1ccc(SCc2[nH]nc3c2C(C(C)C)C(C#N)=C(N)O3)cc1 (configuration not stated) | -13% | 6% | 3% | 1% | 4% | -17% | 2% | 5%
30 | CCOC(=O)c1c(NC(=O)CN2C(=O)NC(C)(c3ccccc3)C2=O)sc(C)c1C (configuration not stated) | -8% | ? | 30% | -2%[53 µM] | -3% | ? | 3%[53 µM] | -3%
31 | O=C(c1c[nH]c(C(=O)C(Cl)(Cl)Cl)c1)c1ccc(F)cc1Cl | 4% | ? | -6% | -1% | 5% | i | -1% | 1µM*
32 | Cc1ccc(S(=O)(=O)N2CCC(C(=O)N[C@@H](Cc3ccccc3)C(=O)O)CC2)cc1 | -22% | 1% | 3% | 1% | -2% | i | -1% | ?
33 | Cc1cc(NC(=O)CSc2cc(Cl)ccc2Cl)n(-c2ccccc2)n1 | -29% | ? | -24% | 32µM*[quencher] | -11% | -9% | -23%[53 µM] | ?
34 | Cc1ccc(C(=O)Oc2ccc(/C=N/NC(N)=O)cc2)cc1 | 14% | . | 11% | -2% | -6% | 18% | -1% | 1%
35 | COc1ccnc(Oc2ccccc2)c1C(=O)N/C=N/OCc1ccc(F)cc1Cl | 0% | ? | -10% | -7% | -4% | -10% | -5% | ?
36 | CCN1CN(Cc2ccccc2)CNC1=S | 2% | -11% | 0% | -2% | 1% | -6% | 4% | -2%
37 | CCNC(=S)N/N=C/c1cc(C)ccc1C | -11% | -3% | 6% | 3% | 4% | -8% | -4% | 16%
38 | Cc1ccc(S(=O)(=O)c2c(N)n(Cc3ccco3)c3nc4ccccc4nc23)cc1C | -1% | ? | 48%[activator] | 8% | ? | -28% | 15% | ?
39 | Cc1ccc(S(=O)(=O)c2nc(C)oc2NCc2ccccc2)cc1 | -10% | -10% | -1% | -2% | ? | -1% | -15% | ?
40 | COc1ccc(/C=C2/N=C3CCCCCN3C2=O)cc1OC | 23% | 1% | 8% | -3% | -1% | -5% | 4% | 28µM*
41 | O=C(N/C(=C\c1ccccc1)C(=O)N1CCCCCC1)c1ccccc1 | . | ? | 5% | 2% | 2% | i | -3% | -4%
42 | CC(C)CCc1noc(CN2CCC(C(=O)N3CCOCC3)CC2)n1 | . | . | 8% | -6% | -3% | -3% | -4% | .
43 | O=C(Nc1ccc(C(=O)O)cc1)/C(=C\c1ccc2c(c1)OCO2)NC(=O)c1ccc(Br)cc1 | -9% | . | 19% | -7% | 14% | i | -6% | -14%
44 | COc1cc(/C=N/N=C2/NC(=O)C(Cc3ccc(F)cc3)S2)ccc1O (configuration not stated) | 31% | . | 4% | 1% | 8% | -10% | 6% | -3%
45 | Cc1ccnc(NC(=O)CS(=O)(=O)Cc2ccccc2)c1 | -6% | 0% | -6% | 1% | 7% | -6% | 3% | 4%
46 | C=CC[C@](C)(Nc1ccc(OC)cc1)C(=O)OCC | 18% | . | 0% | -1% | 0% | 2% | 4% | 4%
47 | COC(=O)NC/C=C\c1nc(CCCO)co1 | . | . | . | -5%[11.2 µM] | . | i[11.5 µM] | 3%[11.2 µM] | -9%[13.5 µM]
48 | CC(/C=C\c1cccnc1)=C/C(=O)O | -10%&2% | 3%&6% | 4%&8% | 1%&0% | -8%&-4% | -26%&2% | 4%&-2% | 6%&9%
49 | COc1cc(OC)cc(C(=O)NCc2ccc3[nH]c(C)cc3c2)c1 | 12% | . | 4% | -3% | -5% | 1% | -5% | ?
50 | C=CCn1c(SCC(=O)c2cccs2)nnc1-c1cccc(OC)c1 | 17% | 3% | 13% | 1% | 1% | -18% | -21% | ?
51 | Cc1nnsc1C(=O)N(Cc1ccccc1)C(C)C | . | . | -4% | -4% | 0% | -5% | -4% | .

Single records, as listed above. Screens in order: SMN2 splice up	Lamin A splicing	GoLoco inh red	TexasRed fluor	JMJD2E inh	RECQ1 helicase	TRb SRC2 PPI	ALDH1A1 block
`CC(C)CCc1noc(CN2CCC(C(=O)N3CCOCC3)CC2)n1` in the list: .	.	8%	-6%	-3%	-3%	-4%	.
`COc1cc(/C=N/N=C2/NC(=O)C(Cc3ccc(F)cc3)S2)ccc1O` (configuration not stated) in the list: 31%	.	4%	1%	8%	-10%	6%	-3%
`C=CCn1c(SCC(=O)c2cccs2)nnc1-c1cccc(OC)c1` in the list: 17%	3%	13%	1%	1%	-18%	-21%	?

Sorted by molecular weight (falling): 3 of the compounds above
# | molecule | SMN2 splice up | Lamin A splicing | GoLoco inh red | TexasRed fluor | JMJD2E inh | RECQ1 helicase | TRb SRC2 PPI | ALDH1A1 block
50 | C=CCn1c(SCC(=O)c2cccs2)nnc1-c1cccc(OC)c1 | 17% | 3% | 13% | 1% | 1% | -18% | -21% | ?
42 | CC(C)CCc1noc(CN2CCC(C(=O)N3CCOCC3)CC2)n1 | . | . | 8% | -6% | -3% | -3% | -4% | .
51 | Cc1nnsc1C(=O)N(Cc1ccccc1)C(C)C | . | . | -4% | -4% | 0% | -5% | -4% | .
